aGal spleen mod: qHTS Assay for Inhibitors and Activators of Human alpha-Galactosidase From Spleen Homogenate | Alpha-galactosidase A (Homo sapiens), P06280 | human spleen homogenate, 4MU-alpha-Gal fluorescence, 40 min | Potency, µM (highest dose often 80 µM), inactives show top-dose activity change, negative = inhibition, most hits filed as inhibitors | 240,000 tested, 0.008% active;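 further: 0% = enzyme with vehicle and -100% = no enzyme basal signal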
Target sequence (P06280 32-429 limits assumed): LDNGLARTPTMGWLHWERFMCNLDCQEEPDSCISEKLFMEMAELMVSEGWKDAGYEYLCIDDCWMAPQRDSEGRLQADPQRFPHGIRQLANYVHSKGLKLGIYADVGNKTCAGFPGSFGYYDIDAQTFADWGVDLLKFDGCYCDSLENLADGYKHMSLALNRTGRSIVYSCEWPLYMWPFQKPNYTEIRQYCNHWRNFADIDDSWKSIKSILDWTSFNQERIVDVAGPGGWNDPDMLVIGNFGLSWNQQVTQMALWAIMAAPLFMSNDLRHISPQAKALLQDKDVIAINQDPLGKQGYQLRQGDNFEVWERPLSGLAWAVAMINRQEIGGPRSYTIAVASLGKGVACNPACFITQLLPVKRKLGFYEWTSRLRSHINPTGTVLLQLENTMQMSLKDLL
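Human spleen homogenate (1 ug) was the enzyme source, with 4-methylumbelliferyl-alpha-D-galactopyranoside (1 mM final) in pH 5.0 citrate buffer with 0.01% Tween-20. Compounds were titrated; after 40 min at 37C, NaOH/glycine stop, 4-MU fluorescence read; AC50 from Hill fits.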
SMN2 splice up: qHTS Assay for Enhancers of SMN2 Splice Variant Expression; Potency, µM (series often up to 46.1 µM), without a hit: at the top dose activity change, positive = activation, actives largely listed as activators; HEK293 SMN2-luciferase splicing reporter, luminescence, 30-36 h; 210,000 tested, 2.8% active; further: % of control where 0% means no effect; nearly all actives have a fitted effect of over 55% in size
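HEK293 cells carry an SMN2 minigene-luciferase reporter in which exon 7 inclusion puts luciferase in frame. Cells were seeded at 2000 cells/well, attached for 10-12 hours, then exposed to compounds for 30-36 hours at 37C before ONE-Glo luminescence.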
GAA spleen mod: qHTS Assay for Inhibitors and Activators of Human alpha-Glucosidase From Spleen Homogenate | AID 2112, 2009 | 240,000 tested, 0.006% active | Potency, µM (highest dose often 79.9 µM), for the others: at the highest dose activity change, negative = inhibition, usual class: inhibitors | human spleen homogenate, 4-MU-alpha-glucoside fluorescence;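 further: 0% = enzyme with vehicle and -100% = no enzyme basal signal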
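Human spleen homogenate (1 ug) with 4-methylumbelliferyl-alpha-D-glucopyranoside (1 mM final) in 50 mM citrate/phosphate pH 5.0, 0.01% Tween-20; 40 min at 37 C. Stopped at pH 10; 4-MU fluorescence Ex 365/Em 440 nm; AC50 by Hill fit.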
GAA glycogen mod: qHTS Assay for Inhibitors and Activators of Human alpha-Glucosidase Cleavage of Glycogen; 300,000 tested, 0.38% active; Lysosomal alpha-glucosidase (Homo sapiens), P10253; Potency, µM (top dose mostly 76.4 µM), for the others: top-dose activity change, negative = inhibition, usual class: inhibitors; recombinant GAA, glycogen substrate, Amplex Red glucose oxidase fluorescence;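 further: 0% = full enzyme reaction and -100% = no-enzyme basal signal; the screen sought inhibitors and activators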
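Recombinant human enzyme (4 nM); glycogen substrate; 37 C, 40 min, pH 5.0. Readout: coupled glucose oxidase/Amplex Red fluorescence.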
JMJD2E inh: qHTS Assay for Inhibitors of Human Jumonji Domain Containing 2E (JMJD2E); Lysine-specific demethylase 4E (Homo sapiens), B2RXH2; 230,000 tested, 1.6% active; Potency, µM (series often up to 57.1 µM), for inactives: top-dose activity change, negative = inhibition, actives largely listed as inhibitors; AID 2147, 2009; JMJD2E catalytic domain, FDH-coupled NADH fluorescence (FDH is formaldehyde dehydrogenase); active means well fitted inhibition curve with a large enough effect, not every such curve was filed as active; inconclusive means small, poorly fitted or top-dose-only effect, or another doubt; inactive means no such curve, though single readings can be large or run the other way;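 further: 0% = wells with enzyme and -100% = buffer wells without enzyme; nearly all actives have a fitted effect of over 50% in size; many of its hits are not listed in these tables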
GoLoco inh red: qHTS Assay for Inhibitors of RGS12 GoLoco Motif Activity (Red Fluorophore) | 230,000 tested, 0.44% active | AID 880, 2007 | Potency, µM (top dose mostly 61.6 µM), for the others: at the top dose activity, negative = inhibition, hits mostly inhibitors | Gai1:RGS12 GoLoco peptide FP, rhodamine, 10 min; active means well fitted inhibition curve with a large enough effect, not every such curve was filed as active; inactive means no such curve, though single readings can be large or run the other way; further: on the % scale 0 is the no-effect control and ±100 the full control effect; nearly all actives have a fitted effect of over 30% in size; many of its hits are not listed in these tables
GAA inh: qHTS Assay for Inhibitors of Human alpha-Glucosidase as a Potential Chaperone Treatment of Pompe Disease | Lysosomal alpha-glucosidase (Homo sapiens), P10253 | 200,000 tested, 0.005% active | purified human GAA, 4-MU-alpha-glucoside fluorescence | Potency, µM (top dose mostly 76.9 µM), for inactives: at the top dose activity change, negative = inhibition, actives largely listed as inhibitors;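 further: plate controls were uninhibited enzyme wells for no effect and no-enzyme background for full effect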
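Fluorescence at Ex 365/Em 440 nm from 4-methylumbelliferone reported enzyme activity after 20 min at room temperature. Reactions used 4 nM enzyme and 400 uM substrate at pH 5.0; curves fitted with the Hill equation.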
ALDH1A1 inh: qHTS Assay for Inhibitors of Aldehyde Dehydrogenase 1 (ALDH1A1). Potency, µM (top dose mostly 75.3 µM), inactives show at the top dose activity, negative = inhibition, most hits filed as inhibitors. 220,000 tested, 7.3% active. AID 1030, 2008. Aldehyde dehydrogenase 1A1 (Homo sapiens), P00352. Purified ALDH1A1, NADH fluorescence, propionaldehyde substrate; active means well fitted inhibition curve with a large enough effect, not every such curve was filed as active; inconclusive means small, poorly fitted or top-dose-only effect, or another doubt; inactive means no such curve, though single readings can be large or run the other way;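 further: plate controls were no enzyme wells and a reference inhibitor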
Target sequence (P00352 whole entry, looked up): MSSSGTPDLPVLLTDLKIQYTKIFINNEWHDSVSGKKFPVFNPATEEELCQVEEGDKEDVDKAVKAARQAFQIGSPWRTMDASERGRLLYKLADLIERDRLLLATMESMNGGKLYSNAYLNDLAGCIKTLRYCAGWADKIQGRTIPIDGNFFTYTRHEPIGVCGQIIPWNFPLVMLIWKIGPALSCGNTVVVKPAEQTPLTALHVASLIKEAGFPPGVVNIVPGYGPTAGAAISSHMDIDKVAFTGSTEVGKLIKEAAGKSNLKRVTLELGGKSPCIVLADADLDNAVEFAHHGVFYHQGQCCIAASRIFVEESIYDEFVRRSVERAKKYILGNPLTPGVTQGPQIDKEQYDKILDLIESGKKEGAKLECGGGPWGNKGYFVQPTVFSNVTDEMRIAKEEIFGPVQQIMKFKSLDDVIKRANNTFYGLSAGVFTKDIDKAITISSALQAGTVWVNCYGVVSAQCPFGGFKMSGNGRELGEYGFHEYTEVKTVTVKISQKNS
An asterisk follows results filed as active; ? = inconclusive; nt = no result given; [ ] = remark or other dose. Unless noted, the call rests on the fitted dose curve; in most records, active means well fitted curve in the direction sought with a large enough effect; inconclusive means small, poorly fitted or top-dose-only effect, or another doubt; inactive means no such curve, though single readings can be large; an effect the other way counts as inactive or inconclusive. Potency means the concentration at half of the fitted maximal effect. These rows are one share of the data. The share of hits here may be higher or lower than overall.

#	molecule	aGal spleen mod	SMN2 splice up	GAA spleen mod	GAA glycogen mod	JMJD2E inh	GoLoco inh red	GAA inh	ALDH1A1 inh
1	Cc1cc(C)n2nc(SCC(=O)NCc3ccco3)nc2n1	3%	0%	3%	10%	-4%	-17%	-2%	2%
2	Cc1cc(C=O)c(C)n1-c1ccc(NC2CCCC2)c([N+](=O)[O-])c1	8%	5%	-6%	-13%	-9%	29%	1%	?
3	COc1ccc2oc(C(=O)CCC(=O)O)c(N)c2c1	10%	7%	-13%	-9%	?	-1%	-13%[15.4 µM]	?
4	Oc1ccccc1C1CC(c2cccs2)=NC(c2ccc(Cl)cc2)N1 (configuration not stated)	0%	nt	-3%	?	?	9%	?	-7%
5	CN1CCN(c2ccccc2NC(=O)c2ccc(F)cc2)CC1	8%	nt	1%	2%	2%	1%	nt	nt
6	CCOCCCNCC(=O)Nc1ccccc1N1CCOCC1	3%	-10%	2%	-3%	-26%	-6%	4%	?
7	COc1cc2cc(CN(CCc3cccc(C)c3)C(=S)NCCCN(C)C)c(=O)[nH]c2cc1OC	9%	-13%[1.84 µM]	-5%	-6%	?	7%	6%	?
8	CC(C)(C)c1ccccc1NC(=O)c1ccco1	8%	-12%	7%	1%	-4%	0%	7%	1%
9	O=C(CCc1nnc(CCCCc2ccccc2)o1)N1CCCCC1CCO (configuration not stated)	1%	nt	6%	-9%	-2%	-1%	nt	nt
10	CN(C(=O)Cc1ccccc1)n1cnnc1	3%	12%	-14%	2%	10%	-5%	3%	-1%
11	O=C(Cc1ccccc1)NCC(=O)N/N=C/c1ccc(Cl)cc1	8%	10%	7%	-2%	5%	-3%	-2%	1%
12	O=C(c1ccc(S(=O)(=O)N2CCOCC2)cc1)N1CCN(C2=NS(=O)(=O)c3ccccc32)CC1	5%	nt	-6%	-5%	12%	4%	?	1%
13	O=C(COC(=O)C1CC(=O)N(c2ccc3c(c2)OCCO3)C1)Nc1ccc2c(c1)CCC2 (configuration not stated)	3%	2%	-6%	-9%	1%	-4%	-2%	-15%
14	COC(=O)CSC1=C(C#N)C(c2ccc(C(C)C)cc2)CC(=O)N1 (configuration not stated)	4%	-15%	8%	-18%	-1%	-1%	-6%	?
15	COc1ccc(C(=O)NCC(=O)OCC(=O)Nc2cc([N+](=O)[O-])ccc2F)cc1	6%	-1%	4%	7%	4%	2%	-4%	1.6µM*

Structures listed so far printed as active in ALDH1A1 inh:
No.	molecule	aGal spleen mod	GAA spleen mod	GAA glycogen mod	JMJD2E inh	GoLoco inh red	GAA inh	ALDH1A1 inh
15	COc1ccc(C(=O)NCC(=O)OCC(=O)Nc2cc([N+](=O)[O-])ccc2F)cc1	6%	4%	7%	4%	2%	-4%	1.6µM*

In a second layout: 2 of the compounds above
[15] COc1ccc(C(=O)NCC(=O)OCC(=O)Nc2cc([N+](=O)[O-])ccc2F)cc1
  aGal spleen mod: 6%
  SMN2 splice up: -1%
  GAA spleen mod: 4%
  GAA glycogen mod: 7%
  JMJD2E inh: 4%
  GoLoco inh red: 2%
  GAA inh: -4%
  ALDH1A1 inh: 1.6µM*
[10] CN(C(=O)Cc1ccccc1)n1cnnc1
  aGal spleen mod: 3%
  SMN2 splice up: 12%
  GAA spleen mod: -14%
  GAA glycogen mod: 2%
  JMJD2E inh: 10%
  GoLoco inh red: -5%
  GAA inh: 3%
  ALDH1A1 inh: -1%

New compounds follow:
#	molecule	aGal spleen mod	SMN2 splice up	GAA spleen mod	GAA glycogen mod	JMJD2E inh	GoLoco inh red	GAA inh	ALDH1A1 inh
16	CCCn1c(-c2cccc([N+](=O)[O-])c2)nc2c1c(=O)[nH]c(=O)n2Cc1ccccc1	10%	-12%	5%	-5%	-1%	4%	2%	-3%
17	CCOC(=O)C(/C(C)=N/NC(=O)c1ccccc1[N+](=O)[O-])C(C)C (configuration not stated)	13%	nt	2%	5%	-14%	nt	-4%	?
18	CCCCCOC(=O)Cn1c(SCC(=O)Nc2ccccc2)nc2c1c(=O)[nH]c(=O)n2C	2%	-14%	1%	6%	2%	5%	-2%	?
19	Cc1ccccc1N(CC(=O)N/N=C/c1ccc(Cl)cc1)C(=O)c1ccccc1	2%	-6%	-3%	-2%	1%	-15%	-27%	-3%
20	Cc1cccc(C)c1NC(=O)COC(=O)c1ccccc1Nc1ccccc1	3%	-15%	3%	4%	118%[activator]	-9%	?	422%[activator]
21	Cn1c(=O)c(Nc2ccc(Cl)cc2)c2c3c(cccc31)C(=O)c1ccccc1-2	10%	nt	5%	3%	-3%	14µM*	-3%	14%
22	O=C(OCCNC(=O)c1ccc2ccccc2n1)c1cccnc1	6%	1%	7%	-7%	4%	-1%	2%	5%
23	CCOc1ccc2c(=O)c(-c3ccc4c(c3)OCCCO4)c(C)oc2c1	-5%	-23%	-8%	-2%	-3%	3%	-8%	?
24	CCOc1ccc(OCCCCOc2ccccc2C(C)=O)cc1	4%	-22%	-7%	2%	-5%	-3%	?	3%
25	O=C(Nc1nc(=O)c2ccccc2s1)c1ccc(Cl)cc1	3%	13µM*	0%	1%	-30%	-5%	4%	?
26	COc1cc2c(cc1OC)C1(CCCC1)CNC2C (configuration not stated)	-4%	15%	-2%	1%	2%	7%	1%	3%
27	Cc1nnc(NC(=O)c2ccc3ccccc3n2)s1	-1%	nt	-3%	7%	-23%	14%	4%	-4%
28	CC(C)C[C@@H](CC(=O)N[C@H](CC(=O)N[C@@H]1CCCC[C@H]1C(=O)N[C@H](CC(=O)N[C@@H](CCC(=O)O)CC(=O)O)Cc1c[nH]c2ccccc12)C(C)C)NC(=O)[C@@H]1CCCC[C@H]1N	-5%	20%	4%	nt	-7%	-3%	nt	-1%
29	COc1ccc(C)cc1NC(=O)CSc1nnc(CC(=O)Nc2ccccc2F)n1C	6%	nt	4%	0%	9%	1%	0%	-9%
30	Cc1ccccc1-c1cc(N2CCN(C)CC2)ncn1	-7%	nt	4%	nt	nt	14%	nt	12%

Complete entries from above.
O=C(Nc1nc(=O)c2ccccc2s1)c1ccc(Cl)cc1 is listed with aGal spleen mod = 3%; SMN2 splice up = 13µM*; GAA spleen mod = 0%; GAA glycogen mod = 1%; JMJD2E inh = -30%; GoLoco inh red = -5%; GAA inh = 4%; ALDH1A1 inh = ?
Cc1ccccc1-c1cc(N2CCN(C)CC2)ncn1 is listed with aGal spleen mod = -7%; SMN2 splice up = nt; GAA spleen mod = 4%; GAA glycogen mod = nt; JMJD2E inh = nt; GoLoco inh red = 14%; GAA inh = nt; ALDH1A1 inh = 12%

(list continues)
#	molecule	aGal spleen mod	SMN2 splice up	GAA spleen mod	GAA glycogen mod	JMJD2E inh	GoLoco inh red	GAA inh	ALDH1A1 inh
31	CCCn1c(=O)n(C)c(=O)c2c(SCC(=O)NCc3ccco3)nc(C3CC3)nc21	10%	3%	6%	-15%	0%	12%	-4%	?
32	COc1cc(N/C=C2\CC(=O)NC(C)=C2C#N)cc(OC)c1OC	-19%	-13%	-13%	27%	?	8%	8%	?
33	CCCCc1c(O)nc2ccccn2c1=O	4%	nt	1%	2%	-3%	nt	0%	5%
34	O=C(Nc1cc(SCCO)cc([N+](=O)[O-])c1)c1ccc(Br)o1	-20%	-45%[inhibitor]	-1%	10%	-2%	-15%	-4%	3%
35	COc1cccc(CC(NC(C)=O)C(=O)NC2CCN(c3nnnn3-c3ccccc3)CC2)c1OC (configuration not stated)	-2%	2%	-2%	-6%	4%	9%	2%	?
36	CCOC(=O)CSc1nnc(CNC(=O)c2ccco2)n1-c1ccc(F)cc1	10%	nt	9%	-16%	?	nt	?	-6%
37	CCOc1ccccc1N(CC(=O)N1CCOCC1)S(=O)(=O)c1ccccc1	-3%	-43%[inhibitor]	-6%	1%	10%	1%	?	-2%
38	Cc1csc(NC(=O)c2ccc(S(C)(=O)=O)cc2)n1	-15%	-16%	?	1%	-11%	30%	-3%	?
39	C/C(Cn1nnc2ccccc21)=N\NC(=O)c1ccc(Br)cc1	7%	-9%	8%	-29%	24%	10%	5%	?
40	CC(C)C[C@H](NC(=O)c1[nH]cnc1C(=O)N[C@@H](C)c1ccccc1)C(=O)OCc1ccccc1	14%	nt	9%	-2%	-7%	-3%	nt	nt
41	C=CCOC(=O)C1=C(C)OC(N)=C(C#N)C1c1ccoc1 (configuration not stated)	0%	-9%	-1%	?	?	-1%	4%	-10%
42	CC(C)[C@H](NC(=O)C1CCCC1)c1nc2ccccc2[nH]1	3%	13%	0%	1%	0%	2%	4%	-7%
43	Cc1cccc(C)c1NC(=O)COC(=O)c1ccc(N2CCCC2)c([N+](=O)[O-])c1	-1%	4%	0%	-3%	-2%	-13%	-1%	9%
44	CCc1nc(CN2CCN(c3ccc(C(F)(F)F)cn3)CC2)c(C)[nH]1	0%	nt	-12%	4%	-3%	2%	nt	nt
45	CCOC(=O)C1C(c2ccccc2Cl)NC(=O)N(C)C1(O)C(F)(F)F (configuration not stated)	-15%	-1%	-7%	1%	5%	-2%	-1%	-1%
46	O=C(CSc1nc2ccccc2s1)Nc1ccc(Cl)c(C(=O)O)c1	4%	13%	-4%	-7%	-11%	-11%	?	2.5µM*
47	COc1ccc(S(=O)(=O)Nc2cccc(F)c2C)cc1C(=O)N1CCOCC1	-9%	nt	-16%	6%	0%	7%	-3%	13%
48	CCOC(=O)/C(C#N)=C\c1c(OCC)n(CC)c2ccccc12	-4%	-15%	-10%	-15%	-1%	1%	-5%	?

Source: PubChem BioAssay (National Center for Advancing Translational Sciences (NCATS))
